Compound activity as filed in PubChem.
hDAT+cocaine – changed human dopamine transporter uptake under cocaine IC80; B-score at 10 µM; Q01959; LLC-PK1 hDAT cells, [14C]-dopamine uptake with cocaine IC80; actives deviate in either direction; AID 449768; 1.3% of 110,000 active;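 active means Z score or B-score, a plate-position-corrected score, falls beyond the plate's 99.7% confidence bounds, in either direction; inactive means both scores lie inside the 99.7% bounds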;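 further: scored against the spread of the other compound wells on the same plate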
PostGolgi ctrl – growth of the yeast control strain, post-Golgi counter-screen | efflux-deficient yeast background strain, growth absorbance A615, 16 h | 5% of 98,000 active | inhibition, % at 10 µM
E coli WT exp – growth inhibitors of E. coli BW25113 wild type; OD600 absorbance; growth inhibition, % at 100 µM; 0.15% of 98,000 active; AID 710;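 active means growth inhibition above about 50% at one test dose, limit read from the data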;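 further: growth measured after 20 h incubation at 37 °C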
CYP2C9 activ – activators of human CYP2C9 | 1.4% of 96,000 active | recombinant CYP2C9, luciferin-H conversion, luminescence; stronger effect = higher value; factor 1 = untreated enzyme, 0 = blocked | activation factor at 5 µM | AID 1024;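 active means activation factor of 2 or more for CYP2C9 at a 5 µM dose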;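 further: 0 = sulfaphenazole-blocked wells and 1 = vehicle-only wells; values of inactives mirror those of a sister screen read the other way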
LYP inh 2 – inhibitors of human LYP (PTPN22) phosphatase; AID 640; 0.21% of 96,000 active; recombinant LYP catalytic domain, DiFMUP fluorescence; inhibition, % at 2 µM; Q9Y2R2;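 active means inhibition at 2 µM at or above a set limit, the screen mean plus 3 SD, cut at about 24% in these data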;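 further: 0% = DMSO with enzyme and 100% = enzyme fully blocked by orthovanadate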
Target sequence (Q9Y2R2 whole entry, looked up, the tested form may be a part): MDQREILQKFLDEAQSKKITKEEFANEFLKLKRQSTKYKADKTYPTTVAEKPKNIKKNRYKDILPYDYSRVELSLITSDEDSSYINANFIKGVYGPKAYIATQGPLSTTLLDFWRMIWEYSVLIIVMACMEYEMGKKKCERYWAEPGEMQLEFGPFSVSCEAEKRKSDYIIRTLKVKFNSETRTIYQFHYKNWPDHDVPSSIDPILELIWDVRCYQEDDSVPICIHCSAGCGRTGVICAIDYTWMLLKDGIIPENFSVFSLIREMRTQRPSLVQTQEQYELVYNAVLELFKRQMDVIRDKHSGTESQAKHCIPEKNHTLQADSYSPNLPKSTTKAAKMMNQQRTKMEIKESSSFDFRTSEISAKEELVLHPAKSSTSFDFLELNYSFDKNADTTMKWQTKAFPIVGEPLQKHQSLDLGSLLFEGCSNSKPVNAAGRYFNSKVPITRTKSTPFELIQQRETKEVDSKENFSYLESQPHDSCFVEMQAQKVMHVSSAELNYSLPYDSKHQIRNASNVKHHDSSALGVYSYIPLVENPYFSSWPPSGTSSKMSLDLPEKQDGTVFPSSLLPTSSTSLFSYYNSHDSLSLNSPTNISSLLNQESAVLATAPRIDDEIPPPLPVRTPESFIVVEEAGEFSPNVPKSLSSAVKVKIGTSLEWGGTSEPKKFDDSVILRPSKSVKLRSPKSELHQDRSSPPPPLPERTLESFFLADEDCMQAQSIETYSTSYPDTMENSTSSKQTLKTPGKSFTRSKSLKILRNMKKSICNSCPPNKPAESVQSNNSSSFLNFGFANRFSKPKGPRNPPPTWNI
PTK2B oligo ant – Pyk2 (human) oligomerization antagonism. Q293 cells, Pyk2 FERM NanoBiT luminescence; stronger effect = lower value. z-score (the deposit names both 25 µM and 10 µM). 0.83% of 99,000 active. AID 1347419;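 active means Z-score of -3 or lower, scaled per plate to the spread of control and sample wells; inactive means z-score above -3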;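 further: negative z-score means lost luminescence so less FERM oligomerization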
PostGolgi yeast – growth inhibition of a yeast mutant, post-Golgi transport screen. post-Golgi transport phenotypic cell assay. inhibition, % at 10 µM. 0.9% of 98,000 active. AID 739;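 further: yeast cells grown in 1536-well plates; yeast grown about 18 h at 30C before absorbance read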
CYP2C9 inh – blocks human cytochrome P450 2C9. CYP2C9 Supersomes, luciferin-H conversion, luminescence. P11712. 20% of 96,000 active. inhibition, % at 5 µM;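 active means blocking of liver enzyme CYP2C9 beyond about 50% at 5 µM, limit read from the data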; further: values of inactives mirror those of a sister screen read the other way
PTPN22 act – increases human PTPN22 phosphatase activity; recombinant LYP, DiFMUP fluorescence; 0 = plate median, 100 = signal doubled; activation, % at 2 µM; 0.11% of 96,000 active;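 active means activation at 2 µM above a set limit, the mean plus 5 SD, cut at about 37% in these data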
* hit, by the source's call; · = no result given. Unless noted, no stated cut-off is given here; in the data, active means inhibition above about 30%; inactive means the rest. The order is random. Share with any hit: about 24%.

Results follow in this order: hDAT+cocaine, PostGolgi ctrl, E coli WT exp, CYP2C9 activ, LYP inh 2, PTK2B oligo ant, PostGolgi yeast, CYP2C9 inh, PTPN22 act
- COc1cccc(-c2cc(C(=O)Nc3nc4ccccc4s3)c3ccccc3n2)c1
→ 0.63, 24, -13, 0.5, 4, -1.6, 8, 51*, 1
- c1ccc(Cc2nnc3sc(C4COc5ccccc5O4)nn23)cc1 (centres undefined)
→ 0.074, ·, ·, ·, 13, -0.55, ·, ·, -11
- Cc1ccc(C)n1NC(=O)c1ccc(Cl)cc1Cl
→ -0.58, -2, 5, 1.4, 8, -0.05, -8, -36, -9
- CC(C)Nc1nc(NC(C)C)nc(OCCOC(=O)Nc2ccccc2)n1
→ 2, 9, 13, 0.7, -1, 0.07, -2, 30, 0
- Nc1nc(-c2ccco2)nn1C(=O)CCc1ccccc1
→ -0.044, 4, 6, 0.8, -14, -0.24, 7, 20, 10
- COc1ccccc1CNC(=O)c1nn(-c2ccc(C)cc2)c(=O)c2c1c1ccccc1n2C
→ -0.42, -3, -6, 0.3, -9, -0.62, -10, 65*, 9
- O=C(CSc1nnc(-c2ccco2)n1Cc1ccccc1)c1ccc(F)cc1
→ -0.026, 32*, -1, 0.1, ·, -0.63, -4, 92*, ·
- CC(C)Sc1oc(-c2ccco2)nc1S(=O)(=O)c1ccccc1
→ 0.056, 41*, -2, ·, 15, -0.22, -6, ·, -12
- CC(=O)N1CCC(C(=O)Nc2nc(-c3ccccc3)ns2)CC1
→ -0.099, ·, ·, ·, -3, 2.1, ·, ·, 5
- C=CCNS(=O)(=O)c1ccc(OCC(=O)OC)cc1
→ -0.36, 25, -5, 0.3, 1, 1.2, 1, 71*, 2

Given field by field: part of the list above.
COc1ccccc1CNC(=O)c1nn(-c2ccc(C)cc2)c(=O)c2c1c1ccccc1n2C
  hDAT+cocaine: -0.42; PostGolgi ctrl: -3; E coli WT exp: -6; CYP2C9 activ: 0.3; LYP inh 2: -9; PTK2B oligo ant: -0.62; PostGolgi yeast: -10; CYP2C9 inh: 65*; PTPN22 act: 9

O=C(CSc1nnc(-c2ccco2)n1Cc1ccccc1)c1ccc(F)cc1
  hDAT+cocaine: -0.026; PostGolgi ctrl: 32*; E coli WT exp: -1; CYP2C9 activ: 0.1; LYP inh 2: ·; PTK2B oligo ant: -0.63; PostGolgi yeast: -4; CYP2C9 inh: 92*; PTPN22 act: ·

CC(C)Sc1oc(-c2ccco2)nc1S(=O)(=O)c1ccccc1
  hDAT+cocaine: 0.056; PostGolgi ctrl: 41*; E coli WT exp: -2; CYP2C9 activ: ·; LYP inh 2: 15; PTK2B oligo ant: -0.22; PostGolgi yeast: -6; CYP2C9 inh: ·; PTPN22 act: -12

CC(=O)N1CCC(C(=O)Nc2nc(-c3ccccc3)ns2)CC1
  hDAT+cocaine: -0.099; PostGolgi ctrl: ·; E coli WT exp: ·; CYP2C9 activ: ·; LYP inh 2: -3; PTK2B oligo ant: 2.1; PostGolgi yeast: ·; CYP2C9 inh: ·; PTPN22 act: 5

Remaining list, next part.
Results follow in this order: hDAT+cocaine, PostGolgi ctrl, E coli WT exp, CYP2C9 activ, LYP inh 2, PTK2B oligo ant, PostGolgi yeast, CYP2C9 inh, PTPN22 act
- COC(=O)c1ccc(/C=C(\C#N)c2nc3ccccc3s2)cc1
→ -0.41, -1, 4, 0.8, 9, 0.88, 23, 25, -6
- CC1(C)CC(OC(=O)c2ccccc2)CC(C)(C)N1
→ -0.71, 5, 3, 1, 3, 0.54, -8, -4, -2
- CCOC(=O)CN1CCc2c(C)nc3c(-c4ccc(OC)c(OC)c4)cnn3c21
→ -0.014, 11, -2, 0.9, ·, -0.6, -9, 13, ·
- N#Cc1c(Sc2ncc(C(F)(F)F)cc2Cl)nsc1C/C=N\OCc1ccccc1Br
→ -0.46, 7, -14, 1.1, 4, -0.41, -7, -9, -4
- Cc1cccc(-c2noc(-c3cc4ccccc4oc3=O)n2)c1
→ -0.2, 19, -14, 1, 11, -0.47, -66, 1, -8
- O=C1NC(c2cccnc2)C(C(=O)c2cccs2)C(O)(C(F)(F)F)N1 (centres undefined)
→ 0.13, 2, -7, 1.2, -2, 0.84, 3, -22, 6
- O=C(CCNS(=O)(=O)c1cccc2nonc12)NCc1cccs1
→ 0.09, -6, 14, 2*, ·, 0.86, 21, -101, ·
- CCOC(=O)C1=C(C)Nc2ncnn2C1c1ccc(N(C)C)cc1 (centres undefined)
→ 0.74, -6, 8, 0.6, ·, -0.8, -4, 38, ·
- CC(C)OC(=O)c1nnc(-c2ccccc2)nc1OC(C)C
→ 0.79, 19, -2, 0.6, 18, 1.7, 14, 44, -15
- Cc1[nH]n(C(N)=S)c(=O)c1C(c1ccccc1)C(C#N)C#N (centres undefined)
→ -1.2, 9, 6, 0.9, 0, 0.96, -7, 15, 4

(further entries)
Results follow in this order: hDAT+cocaine, PostGolgi ctrl, E coli WT exp, CYP2C9 activ, LYP inh 2, PTK2B oligo ant, PostGolgi yeast, CYP2C9 inh, PTPN22 act
- Cc1ccc(C)c2c1[nH]c1ccc([N+](=O)[O-])cc12
→ -0.35, 54*, -7, 0.4, 3, -0.67, 9, 61*, -2
- O=S(=O)(NCc1ccco1)N1CCCCCC1
→ -0.45, 11, 1, 0.8, 8, -0.33, -4, 16, -8
- CCN1C(=O)C2(/C(=C(\O)c3ccc4c(c3)OCCO4)C(=O)C(=O)N2CCCOC)c2ccccc21 (centres undefined)
→ -0.28, 4, 0, 1, -6, 2, 4, 2, 3
- CC(C)Cn1c(N)c(S(=O)(=O)c2cccs2)c2nc3ccccc3nc21
→ -1.4, 8, -3, 0.3, -2, -2.3, 3, 65*, 2
- COc1ccc(N(CC(=O)N2CCc3ccccc32)S(=O)(=O)c2c(C)noc2C)cc1
→ 0.58, 20, -9, 0.9, 0, -1.8, 14, 13, -2
- Cc1nc(Sc2nnnn2C)c2c3c(sc2n1)CCC3
→ 0.087, 5, 0, 1, 2, 0.07, 8, 1, -1
- CC(=O)N1c2ccccc2NC2=C(C(=O)CCC2)C1c1ccc(F)cc1 (centres undefined)
→ 0.27, 5, 0, 1, -1, 0.4, -1, -3, 2
- O=C(CSc1nnc(-c2ccccc2O)o1)N1CCc2ccccc2C1
→ 0.28, 8, -6, 0.7, -2, 2.2, 0, 33, -1
- O=C(c1cccs1)N1CCCC1
→ 0, ·, ·, ·, 4, 1.2, ·, ·, -5
- O=C1CC(C(=O)Nc2ccc(Br)cc2)C2(CCCC2)O1 (centres undefined)
→ ·, 1, 7, 0.4, 3, ·, 0, 61*, -4

New compounds follow
Results follow in this order: hDAT+cocaine, PostGolgi ctrl, E coli WT exp, CYP2C9 activ, LYP inh 2, PTK2B oligo ant, PostGolgi yeast, CYP2C9 inh, PTPN22 act
- COc1ccc(NC(=O)CSc2ncc(-c3ccc(F)cc3)n2Cc2ccco2)cc1
→ -0.69, ·, ·, ·, 8, -2.2, ·, ·, -7
- CCOC(=O)C1=C(N)N(c2ccccc2Oc2ccccc2)C(=O)C1
→ 0.23, -9, 3, 0.4, 7, -0.6, 0, 65*, -8
- c1nc(N2CCN(Cc3ccc4c(c3)OCO4)CC2)c2[nH]cnc2n1
→ 0.64, 21, -2, 1.1, ·, ·, 8, -7, ·
- Cn1c(Cn2nnc3ccccc32)nnc1SCC(=O)NCc1ccc2c(c1)OCO2
→ -0.63, 6, 6, 0.8, -2, -0.19, -7, 16, 0
- CCOC(=O)CN(C(=O)CSc1nnc(Cc2ccccc2)n1-c1ccc(C)cc1)c1ccccc1
→ 2.7*, ·, ·, ·, 12, -1.4, ·, ·, -13
- CCOC(=O)C1CCN(C(=O)CSCCSCC(=O)N2CCC(C(=O)OCC)CC2)CC1
→ -0.38, 2, 5, 0.9, ·, 0.5, -4, 7, ·
- Cc1cc2nn(-c3ccccc3)nc2cc1NC(=O)c1cccs1
→ 0.31, -11, -8, 1.1, 6, -1.9, -8, -12, -5
- CCCCCCC1C(C#N)=C(N)OC2=C1C(=O)CC(C)(C)C2 (centres undefined)
→ 0.23, 20, 3, ·, 13, ·, 1, ·, -16
- COc1ccc(OC)c(C(=O)COC(=O)C2CC3CCCC(C2)C3=O)c1 (centres undefined)
→ 0.1, 7, -8, 1.4, 0, 0.12, 3, -45, 4
- CCOC(=O)CC(=O)CSc1ncc(C(=O)OCC)c(N)n1
→ -0.37, -2, 5, ·, 10, -0.4, -6, ·, -12

Marked active in hDAT+cocaine, of those listed so far:
SMILES	hDAT+cocaine	CYP2C9 activ	LYP inh 2	PTK2B oligo ant	CYP2C9 inh	PTPN22 act
CCOC(=O)CN(C(=O)CSc1nnc(Cc2ccccc2)n1-c1ccc(C)cc1)c1ccccc1	2.7*	·	12	-1.4	·	-13

(cont.)
Results follow in this order: hDAT+cocaine, PostGolgi ctrl, E coli WT exp, CYP2C9 activ, LYP inh 2, PTK2B oligo ant, PostGolgi yeast, CYP2C9 inh, PTPN22 act
- CCNC(=O)CC1C(=O)N(c2ccc(C)cc2)C(=O)N1Cc1ccccn1 (centres undefined)
→ -0.37, 28, 8, 1, -3, 1.5, -5, 4, -1
- O=C(NCc1ccc2c(c1)OCO2)C1CCC(CNc2c(N3CCCCC3)c(=O)c2=O)CC1 (centres undefined)
→ 0.35, 3, 5, 0.7, 1, ·, 1, 29, -4
- CSc1ccccc1C(=O)NCCSc1ccccc1
→ 0.082, 15, 4, 1.4, -6, 0.11, 2, -41, 5
- CC1CC(c2ccccc2)n2nc(NC(=O)CCc3ccccc3)nc2N1 (centres undefined)
→ -0.052, 6, -5, 0.8, 2, -0.43, -2, 23, -4
- CCN(CC)CCN=CC1=C(O)CNC1=O
→ 0.74, 6, -14, 1, -8, -0.08, -6, 2, 6
- O=C(NCc1ccccc1)c1ccc2c(c1)OCCO2
→ 2.1, 3, -11, 0.7, ·, 0.24, -2, 31, ·
- O=c1c2ccccc2nnn1CSc1nnc(-c2ccc3c(c2)OCO3)o1
→ 0.2, 8, -8, 0.8, -11, 1.3, 6, 21, 8
- CC12CCC(C(=O)N3CCN(C(c4ccccc4)c4ccccc4)CC3)(OC1=O)C2(C)C (centres undefined)
→ -0.19, 9, -8, 0.1, 9, -1.2, 8, 86*, -12
- CC1Cc2nc(SCC(=O)Nc3ccccc3F)n(C)c(=O)c2S1 (centres undefined)
→ -0.18, 26, -11, ·, 7, 1.1, 8, ·, -5
- Cc1ccccc1S(=O)(=O)Cc1ccc(C(=O)N2CCN(C3CCCCC3)CC2)o1
→ 0.59, -2, 0, ·, ·, ·, 4, ·, ·

Going on with the list:
Results follow in this order: hDAT+cocaine, PostGolgi ctrl, E coli WT exp, CYP2C9 activ, LYP inh 2, PTK2B oligo ant, PostGolgi yeast, CYP2C9 inh, PTPN22 act
- Cc1ccc(-n2c(C)nc3c(cnn3-c3ccc(F)cc3)c2=O)cc1C
→ -0.29, -4, 4, 0.8, -5, -1.1, 6, 18, 4
- Cn1c(=O)oc2cc(S(=O)(=O)NCCc3ccccc3)ccc21
→ -1.7, 10, -12, 1.4, ·, 0.82, 0, -36, ·
- C=CCNc1nc(Nc2ccc(OC)cc2)nc(OC)n1
→ 1.3, 2, 3, 1.1, 9, 0.89, -5, -5, -10
- Cc1ccc2cc(CCNC(=O)CC(C)(C)C)c(=O)[nH]c2c1C
→ -0.6, 1, -6, 1, ·, ·, -2, -2, ·
- CSc1ccccc1NC(=O)CN(C1CCCCC1)S(C)(=O)=O
→ 1.1, 4, 2, 0.1, -6, -0.57, 0, 90*, 8
- Cc1nn(C)c(C)c1S(=O)(=O)N1CCC(C(=O)NC2CCCCCC2)CC1
→ -2.6*, 2, -7, 1.4, ·, ·, -3, -40, ·
- Cc1ccc(-c2nc3ccccc3[nH]2)cc1N
→ 0.43, 8, 11, 0.6, 1, -0.13, 1, 41, 2
- COc1ccc(OC)c(C(c2nnnn2C2CCCC2)N2CCc3ccccc3C2)c1 (centres undefined)
→ ·, 23, -27, 0.5, 0, -1.2, -10, 54*, -2
